CHT inh – inhibitors of human choline transporter CHT; CHT-expressing cells, membrane potential dye, choline response; hits give low values; Q9GZV3; AID 488975; B-score at 10 µM; 310,000 tested, 0.86% active;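 active means B-score over 3 SD under the library average, and starting fluorescence ratio not unusually high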;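 further: choline stimulus applied at its EC90 after an EC20 pre-addition; B-score computed on integrated fluorescence ratio after choline addition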
KCNQ2 block – KCNQ2 potassium channel inhibitors, primary screen, cell-based, CHO-K1, FluxOR thallium flux, B-score (AID 2156); O88943; 20 min; hits give low values; B-score at 10 µM; 310,000 tested, 1.1% active;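 active means fluorescence ratio B-score at most minus 3 library SDs, with starting brightness B-score within 2 library SDs, cut at about -5.5 in these data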
Target sequence (O88943 whole entry, looked up): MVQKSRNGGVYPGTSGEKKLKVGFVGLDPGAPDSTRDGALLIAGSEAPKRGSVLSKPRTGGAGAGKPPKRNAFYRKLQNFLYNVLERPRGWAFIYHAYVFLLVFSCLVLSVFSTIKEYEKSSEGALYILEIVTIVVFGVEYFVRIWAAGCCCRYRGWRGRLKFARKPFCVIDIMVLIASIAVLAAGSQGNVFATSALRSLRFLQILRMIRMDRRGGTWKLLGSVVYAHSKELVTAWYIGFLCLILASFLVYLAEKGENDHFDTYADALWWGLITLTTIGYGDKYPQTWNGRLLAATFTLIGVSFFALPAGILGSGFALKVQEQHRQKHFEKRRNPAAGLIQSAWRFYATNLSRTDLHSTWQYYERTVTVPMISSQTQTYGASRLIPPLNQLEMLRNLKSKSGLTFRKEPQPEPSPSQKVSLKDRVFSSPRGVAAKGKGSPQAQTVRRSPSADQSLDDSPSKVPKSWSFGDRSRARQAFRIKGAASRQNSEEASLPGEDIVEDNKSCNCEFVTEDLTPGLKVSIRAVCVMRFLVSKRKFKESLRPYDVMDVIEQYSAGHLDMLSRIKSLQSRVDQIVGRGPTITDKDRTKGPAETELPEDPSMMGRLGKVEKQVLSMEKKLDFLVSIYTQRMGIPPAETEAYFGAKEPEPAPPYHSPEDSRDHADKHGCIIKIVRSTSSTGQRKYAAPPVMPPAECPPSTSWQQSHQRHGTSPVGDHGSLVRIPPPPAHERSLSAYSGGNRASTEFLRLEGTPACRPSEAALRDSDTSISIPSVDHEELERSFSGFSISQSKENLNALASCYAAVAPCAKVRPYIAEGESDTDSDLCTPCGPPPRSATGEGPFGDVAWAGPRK
* marks the source's active call; other numbers are inactive results; i = inactive; · = no result given.

The line under a structure holds: CHT inh | KCNQ2 block
- Cc1noc(C(=O)Nc2ccccc2C(F)(F)F)c1Cl
 : i | i
- Cc1ccc(OCCCCn2ccnc2)c(Cl)c1
 : i | i
- Cc1ccc2cc3cc(C(=O)NCCCN4CCCC4)oc3nc2c1
 : i | i
- COc1cccc(NC(=S)NC(=O)Cc2ccccc2)c1
 : i | i
- CCC(C)(C)n1nnnc1C(c1ccc2ncccc2c1)N1CCN(c2nc3ccccc3s2)CC1 (stereo unspecified)
 : i | i
- CC(C)(C)OC(=O)NCC(=O)N1CCC(C(=O)O)CC1
 : i | i
- Cc1c(C)n(C)c2ccc(C(=O)NCCCN(C)C3CCCCC3)cc12
 : i | i
- CCOC(=O)N1CCN(C(=O)CC(C)S(=O)(=O)c2cc3c(cc2C)NC(=O)CO3)CC1 (stereo unspecified)
 : i | i
- COc1cc2nc(CN(C)Cc3nc4ccccc4c(=O)[nH]3)[nH]c(=O)c2cc1OC
 : i | i
- COc1ccc(-n2nc3c(c2NC(=O)C(C)C)CSC3)cc1
 : i | i
- CC1CCN(CC(=O)N2CC(=O)Nc3ccccc32)CC1
 : i | i
- COc1ccc(N2CCCCn3c2nc2c3c(=O)[nH]c(=O)n2C)cc1
 : i | i
- Cc1ccc(S(=O)(=O)CC(=O)Nc2sc(C)c(C)c2C(N)=O)cc1
 : i | i
- CCOc1ccccc1NC(=O)CCn1nc(C)c(S(=O)(=O)N2CCCCC2)c1C
 : i | i
- CC(C)(C)c1ccc(CN2C(=O)c3ccccc3S2(=O)=O)cc1
 : i | i
- Cc1ccc(-c2cc(C(F)F)n3ncc(C(=O)Nc4cn(C)nc4C)c3n2)cc1
 : i | i
- Cc1ccc(NC(=O)c2cc(N3C(=O)C=CC3=O)ccc2N2CCOCC2)cc1
 : · | i
- CCOc1ccccc1OCCC(=O)OCC(=O)Nc1c(C)cc(C)cc1C
 : i | i
- CCc1noc(C)c1C(=O)Nc1ccc(-c2nnc3n2CCCCC3)cc1
 : i | i
- Cc1cc(Br)ccc1NC(=O)C1CCN(S(=O)(=O)c2cnc[nH]2)CC1
 : i | i
- Cc1c(C(=O)NCCSCc2ccc(Cl)cc2Cl)cccc1[N+](=O)[O-]
 : i | i
- O=C(CSc1nc2ccccc2c(=O)n1CCCO)N1CCc2ccccc21
 : i | i
- Cc1[nH]c(=O)[nH]c(=O)c1S(=O)(=O)Nc1cccc([N+](=O)[O-])c1C
 : i | i
- O=C(CSc1nnc(CNc2ccc(Cl)cc2)n1Cc1ccccc1)NCc1ccco1
 : i | i
- Cc1ccc(NC(=O)CSc2ccc(-c3cccnc3)nn2)cc1
 : i | i
- CCCn1c(C(O)c2cc(OC)ccc2OC)nc2ccccc21 (stereo unspecified)
 : i | i
- O=C(CSc1nnc(-c2c[nH]c3ccccc23)o1)c1ccccc1
 : i | i
- COc1ccc(S(=O)(=O)N2CCOCC2)cc1NC(=O)COC(=O)C1=COCCO1
 : i | i
- COC(=O)Cn1cc(C(=O)c2ccco2)c2ccccc21
 : i | i
- CC(C)(C)c1nc2sc3c(c2c(=O)o1)CCCC3
 : i | i
- Cc1ccsc1/C=N\NC(=O)CC(=O)NCc1ccccc1
 : i | i
- COc1ccc(N2CCCn3c2nc2c3c(=O)n(CCCc3ccccc3)c(=O)n2C)cc1
 : i | i
- O=C(O)/C=C/C(=O)NCCc1ccccc1
 : i | i
- Cc1[nH]c(C)c(S(=O)(=O)NCc2ccc(OC(C)C)cc2)c1C(=O)N1CCCC1
 : i | -5.65*
- O=C1C2=C(c3ccccc31)[N+](=O)C1CCCCC1N2[O-] (stereo unspecified)
 : i | i
- O=C1C2C(c3ccccc3)CC=CC2[C@H](c2ccc(C(F)(F)F)cc2)N1Cc1ccccc1 (stereo partly specified)
 : i | -7.77*
- S=c1nc(-c2ccccc2)n(CCCN2CCOCC2)c2c1CCCC2
 : i | i
- COc1ccc(C2CC(O)(c3ccccc3)Oc3cc(OC)ccc32)cc1 (stereo unspecified)
 : i | i
- Cn1c(=O)oc2cc(S(=O)(=O)N3CCCC3)ccc21
 : i | i
- Cc1ccc(OCCC(=O)O)cc1
 : i | i
- COc1ccc(NC(=O)CSc2nc(C)cc(C)n2)cc1
 : i | i
- O=C(Nc1ccc(S(=O)(=O)Nc2cnc3ccccc3n2)cc1)c1ccc(Br)o1
 : i | i
- Cc1cc(C)cc(OCC(=O)Nc2ccc3c4c(cccc24)CC3)c1
 : i | i
- COCCOC(=O)c1c(NC(=O)COC(=O)Cc2cccc(OC)c2)sc(C(N)=O)c1C
 : i | i
- COc1ccc(CCC(C)NCc2cc(OC)cc(OC)c2)cc1 (stereo unspecified)
 : i | i
- CC(C)(C)c1cc(C(=O)NC2CC2)n(Cc2ccc(F)cc2)n1
 : i | i
- CCCCSc1nc2ccccc2[nH]1
 : i | i
- CCOC(=O)N1CCC(NC(=O)c2cccc3c2C(=O)N(CCOC)C3)CC1
 : i | i
- Cc1ccc2nc(-c3ccc4c(c3)NC(=O)CO4)cn2c1
 : i | i
- CCN(CC)c1nc2c(s1)C(=O)NCCC2
 : i | i
- CCCN(CCC)C(=O)C1c2ccccc2Oc2ccccc21
 : i | i
- O=C(NCc1ccccc1)C1CCN(S(=O)(=O)c2ccc(N3CCCC3=O)cc2)CC1
 : i | i
- O=C1NC(O)(c2ccccc2)Oc2ccccc21 (stereo unspecified)
 : i | i
- O=C(Nc1cccnc1)Nc1ccc(F)c(Cl)c1
 : i | i
- CCn1c(=O)c2ccccc2n(CC(=O)NCCC2=CCCCC2)c1=O
 : i | i
- N#CC1(Nc2ccccc2)C(=O)Nc2ccccc21 (stereo unspecified)
 : i | i
- N#CCc1ccc(NS(=O)(=O)c2ccc(C3CCCCC3)cc2)cc1
 : i | i
- Cn1cccc1Cc1nnc(SCC(=O)NCC2CCCO2)n1CCc1ccccc1 (stereo unspecified)
 : i | i
- CC(C(=O)c1ccc(Br)cc1)[n+]1cccc2ccccc21 (stereo unspecified)
 : i | i
- COCCCn1c(SCC(=O)Nc2ccc3c(c2)OCCO3)nnc1-c1ccoc1C
 : i | i

Later entries:
| canonical_smiles | CHT inh | KCNQ2 block |
| --- | --- | --- |
| COC(=O)C1CCN(C(=O)/C=C/c2ccc3c(c2)OCO3)CC1 | i | i |
| CCOC(=O)/C=c1\s/c(=C(\C#N)C(=O)NC)n(-c2ccccc2)c1=O | i | i |
| O=C1CCCC(=O)N1c1ccc(O)cc1 | i | i |
| CCN1C=C(Cc2cccs2)C2=C(C1)C(c1cccs1)C(C#N)=C(N)O2 (stereo unspecified) | i | i |
| COCCn1c(SCC(=O)Nc2ccc(F)cc2)nc2c(oc3ccccc32)c1=O | i | i |
| CN(C)c1ccc(S(=O)(=O)N2CCCCC2)cc1NC(=O)CN1C(=O)NC(C)(c2ccccc2)C1=O (stereo unspecified) | i | i |
| COc1ccc(S(=O)(=O)N2CCCN(S(=O)(=O)c3ccc(OC)c(C)c3)CC2)cc1C | i | i |
| O=C(NC1CCCC1)c1cc(-c2ccccc2Cl)on1 | i | i |
| Cc1ccc(NC(=O)CCc2ccc(C)o2)c(Br)c1 | i | i |
| COc1cc(NC(=O)c2cccnc2Sc2ccc(Cl)cc2)cc(OC)c1OC | i | i |
| O=C(O)c1ccc(COc2ccccc2C=C2C(=O)c3ccccc3C2=O)cc1 | i | i |
| CC1Cc2ccccc2N1S(=O)(=O)c1ccc(Cl)nc1 (stereo unspecified) | i | i |
| Cc1ccc(CNC(=O)CCNC(=O)N2CCn3c2nc2ccccc23)cc1 | i | i |
| O=c1c2ccsc2ncn1Cc1ccc(Cl)cc1 | i | i |
| COCCNC(=O)C(c1ccc(O)cc1)N(Cc1ccco1)C(=O)CCC(=O)Nc1nccs1 (stereo unspecified) | i | i |
| Cc1cc(C)c(NC(=O)c2oc3ccccc3c2COc2ccccc2)c(C)c1 | i | i |
| Cn1nnnc1SCCNCc1ccncc1 | i | i |
| O=C(Nc1ccc(-n2cccn2)cc1)C1CCN(Cc2ccccn2)CC1 | i | i |
| O=C1C2C(c3ccccc3)C=CC(c3ccccc3)C2C(=O)N1c1ccncc1 (stereo unspecified) | i | i |
| CC(C)(Cc1cc(CC(C)(C)C(=O)O)cc(C(C)(C)C)c1)C(=O)O | i | i |
| COC(=O)c1cc(C(=O)N2CCN(c3cccc(Cl)c3)CC2)cc([N+](=O)[O-])c1 | i | i |
| Cc1ccc(/C=C/C(=O)OCc2nc(N)nc(Nc3ccccc3C)n2)o1 | i | i |
| CCOC(=O)C1=C(c2ccccc2)N(C)C(=O)NC1c1ccc(O)c(OC)c1 (stereo unspecified) | i | i |
| COC(=O)CNC(=O)C(C)NC(=O)OCc1ccccc1 (stereo unspecified) | i | i |
| CCc1ccccc1NC(=O)C1CCN(C(=O)N2CCOc3ccccc32)CC1 | i | i |
| Cc1ccc(CN2CC(C(=O)N3CC=C(c4ccccc4)CC3)CC2=O)cc1 (stereo unspecified) | i | i |
| Cc1ccc2c(c1)N(C(=O)CCC(=O)Nc1ccccc1Br)CC(C)O2 (stereo unspecified) | i | i |
| CCCCOc1ccc(C(=S)N2CCC(C(N)=O)CC2)cc1 | i | i |
| NC(=O)Nc1ccc(Oc2c(F)c(F)c(F)c(F)c2F)cc1 | i | i |
| Cc1ccc(C)c(N2CCN(C(=O)c3ccc(CS(=O)Cc4ccc(Cl)cc4)o3)CC2)c1 (stereo unspecified) | i | i |
| CCCCc1nnc2c(N(C)S(=O)(=O)c3ccc(C)cc3)nc3ccccc3n12 | i | i |
| CCN(CC)S(=O)(=O)c1ccc(C)c(NC(=O)CNCCN(C(C)C)C(C)C)c1 | i | i |
| COc1ccc(C(=O)c2ccc(Cl)c([N+](=O)[O-])c2)cc1 | i | i |
| CCOC(=O)C[C@H]1c2ccccc2S(=O)(=O)N1Cc1cccc(C(F)(F)F)c1 | i | i |
| Cc1ccc(CCNC(=O)C2CCCN(C(=O)c3cc4sccc4n3C)C2)cc1 (stereo unspecified) | i | i |
| COc1ccc2oc(C(=O)OCC(=O)NCCc3ccccc3)c(C)c2c1 | i | i |
| Fc1cccc(Cl)c1Cn1ncc2ccccc21 | i | i |
| CCCc1nnc(NC(=O)CN2CCOCC2)s1 | i | i |
| COc1ccc(-n2cnnc2SCC(=O)NC2CCCc3ccccc32)cc1 (stereo unspecified) | i | i |
| CCOc1ccccc1C(=O)Nc1nnc(C(C)C)s1 | i | i |
| O=c1c2ccccc2nc2sc3ccccc3n12 | i | i |
| CCOC(=O)c1c(NC(=O)c2cccs2)sc2c1CCC2 | i | i |
| O=S1(=O)N=C(c2ccccc2)c2ccccc21 | i | i |
| CSc1nc(N)nc(SCCS(=O)(=O)c2ccc(Cl)cc2)c1C#N | i | i |
| CC1CC(C)CN(CCC(=O)Nc2ccc(Br)cc2)C1 (stereo unspecified) | i | i |
| O=C(Cc1ccccc1)NC1(O)C(=O)c2ccccc2C1=O | i | i |
| O=[N+]([O-])c1cccc(CN2CCN(c3cccc4[nH]ccc34)CC2)c1 | i | i |
| O=C(Nc1ccccc1)OCCNC(=O)c1cccc(Br)c1 | i | i |
| NS(=O)(=O)c1cccc(NC(=O)c2cccc3c(Br)cccc23)c1 | i | i |
| COc1ccc(C(=O)N2CCC(=O)N(C(CO)Cc3ccccc3)CC2)cc1 (stereo unspecified) | i | i |

By substructure: the entries above containing a CF3 group
| canonical_smiles | CHT inh | KCNQ2 block |
| --- | --- | --- |
| Cc1noc(C(=O)Nc2ccccc2C(F)(F)F)c1Cl | i | i |
| O=C1C2C(c3ccccc3)CC=CC2[C@H](c2ccc(C(F)(F)F)cc2)N1Cc1ccccc1 (stereo partly specified) | i | -7.77* |
| CCOC(=O)C[C@H]1c2ccccc2S(=O)(=O)N1Cc1cccc(C(F)(F)F)c1 | i | i |

Returning to the listing, repeating the 5 entries before the break.
| canonical_smiles | CHT inh | KCNQ2 block |
| --- | --- | --- |
| O=C(Cc1ccccc1)NC1(O)C(=O)c2ccccc2C1=O | i | i |
| O=[N+]([O-])c1cccc(CN2CCN(c3cccc4[nH]ccc34)CC2)c1 | i | i |
| O=C(Nc1ccccc1)OCCNC(=O)c1cccc(Br)c1 | i | i |
| NS(=O)(=O)c1cccc(NC(=O)c2cccc3c(Br)cccc23)c1 | i | i |
| COc1ccc(C(=O)N2CCC(=O)N(C(CO)Cc3ccccc3)CC2)cc1 (stereo unspecified) | i | i |
| COc1ccccc1NC(=O)CSc1ccc2nnc(CCNC(=O)c3ccccc3)n2n1 | i | i |
| Cn1c(=O)c(=O)n(C)c2cc(N3CCCC3)c(NS(=O)(=O)c3ccc(Cl)cc3)cc21 | i | i |
| CCN(C(=O)COC(=O)Cc1c[nH]c2ccccc12)C1CCS(=O)(=O)C1 (stereo unspecified) | i | i |
| COC(=O)c1ccc(C(C(=O)NCc2ccccc2)N(Cc2ccco2)C(=O)c2cnccn2)cc1 (stereo unspecified) | i | i |
| Cc1cccc(CSCCNC(=O)c2ccc(N(C)S(=O)(=O)c3ccccc3)cc2)c1 | i | i |
| O=c1c(C/C=C/c2ccccc2)c(O)nc2n1CCCS2 | i | i |
| CCN(Cc1ccccc1)S(=O)(=O)c1cc(C(=O)NCC2CCCCC2)ccc1OC | i | i |
| COC(=O)C1=CN(Cc2ccc(OC)c(OC)c2)C=C(C(=O)OC)C1c1cccc(O)c1 | i | i |
| O=S(=O)(Nc1ccc(N2CCOCC2)cc1)c1ccc(F)cc1 | i | i |
| Cc1cc(C(=O)COC(=O)c2ccc3c(c2)NC(=O)CS3)c(C)n1CCc1ccc(Cl)cc1 | i | i |
| CC(NC(=O)c1cc2ccccc2o1)c1cccs1 (stereo unspecified) | i | i |
| CCC(CC)C(=O)OCC(=O)Nc1cc(OC)c([N+](=O)[O-])cc1C | i | i |
| Cc1cccc(CC(=O)NCCN2CCOCC2)c1 | i | i |
| CCOC(=O)c1c(C)nc2c(c1C)/C(=N/O)CC(C)(C)C2 | i | i |

A draw from above in order of molar mass, falling:
| canonical_smiles | CHT inh | KCNQ2 block |
| --- | --- | --- |
| CCN(C(=O)COC(=O)Cc1c[nH]c2ccccc12)C1CCS(=O)(=O)C1 (stereo unspecified) | i | i |
| CCC(CC)C(=O)OCC(=O)Nc1cc(OC)c([N+](=O)[O-])cc1C | i | i |
| O=c1c(C/C=C/c2ccccc2)c(O)nc2n1CCCS2 | i | i |
